Assay outcomes deposited in PubChem by several laboratories.
GLD-1 RNA inh: GLD-1/TGE RNA complex disruptors, primary screen, biochemical, fluorescence polarization | Female germline-specific tumor suppressor gld-1 (Caenorhabditis elegans), Q17339 | purified GLD-1 + fluorescein TGE RNA | inhibition, % at 5.96 µM | 320,000 compounds, 0.44% hits | AID 2280, 2010;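 active = percent inhibition above a per-plate cutoff, the plate mean of test compounds plus 3 SD, cut at about 30% in these data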;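 also: 0% = DMSO wells with GLD-1 and probe and 100% = wells lacking GLD-1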
Target sequence (Q17339 whole entry, looked up): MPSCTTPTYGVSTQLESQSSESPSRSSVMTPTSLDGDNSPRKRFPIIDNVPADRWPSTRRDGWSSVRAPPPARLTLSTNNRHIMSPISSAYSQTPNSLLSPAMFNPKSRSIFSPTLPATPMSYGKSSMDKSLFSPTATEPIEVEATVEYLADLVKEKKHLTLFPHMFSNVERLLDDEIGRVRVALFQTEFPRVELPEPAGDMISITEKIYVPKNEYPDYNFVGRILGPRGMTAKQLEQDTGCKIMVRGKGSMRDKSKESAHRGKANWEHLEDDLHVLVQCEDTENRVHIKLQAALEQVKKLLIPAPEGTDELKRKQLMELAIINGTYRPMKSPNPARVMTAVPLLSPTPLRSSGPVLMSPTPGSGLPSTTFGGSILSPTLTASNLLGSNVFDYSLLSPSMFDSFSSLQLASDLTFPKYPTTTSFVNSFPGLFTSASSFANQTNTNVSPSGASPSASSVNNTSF
MCL1 BIM primary: inhibitors of MCL1 binding to BIM-BH3, primary screen, biochemical, fluorescence polarization; GST-MCL1 / FITC-Bim-BH3 fluorescence polarization; AID 2057, 2009; 320,000 compounds, 0.68% hits; Induced myeloid leukemia cell differentiation protein Mcl-1 (Homo sapiens), Q07820; inhibition, % at 10.9 µM;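 active = inhibition above the mean inhibition of all tested compounds plus 3 SD, set per campaign, cut at about 40% in these data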;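 also: 0% = DMSO wells and 100% = unlabeled Bim-BH3 peptide control; higher means more loss of mP so more displacement of Bim peptide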
Target sequence (Q07820 whole entry, looked up): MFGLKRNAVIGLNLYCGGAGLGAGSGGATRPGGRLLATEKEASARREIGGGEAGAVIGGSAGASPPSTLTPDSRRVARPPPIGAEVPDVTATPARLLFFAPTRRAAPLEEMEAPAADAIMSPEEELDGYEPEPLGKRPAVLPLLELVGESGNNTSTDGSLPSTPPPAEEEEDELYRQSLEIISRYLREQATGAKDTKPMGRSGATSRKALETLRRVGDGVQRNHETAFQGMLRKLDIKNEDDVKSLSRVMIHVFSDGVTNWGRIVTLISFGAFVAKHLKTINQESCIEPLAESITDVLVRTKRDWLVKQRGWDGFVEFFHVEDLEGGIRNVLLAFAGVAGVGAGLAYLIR
Fam108B inh: mouse Fam108B serine hydrolase inhibitors, primary screen, counter-screen for RBBP9 inhibitor project, biochemical, fluorescence polarization; 300,000 compounds, 0.33% hits; inhibition, % at 9.51 µM; AID 1947, 2009; recombinant Fam108B, FP-Rh probe fluorescence polarization;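 active = inhibition above the screen mean inhibition plus 3 SD, computed separately per campaign, cut at about 18% in these data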;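 also: inhibitors lower polarization as less probe binds the enzyme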
PAD4 FP inh: human PAD4 inhibitors, primary screen, biochemical, fluorescence polarization, 1536-well format; Protein-arginine deiminase type-4 (Homo sapiens), Q9UM07; recombinant PAD4, RCA probe fluorescence polarization; inhibition, % at 6.36 µM; 330,000 compounds, 0.41% hits; AID 485272, 2010;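 active = percent inhibition above a cutoff equal to the mean of all tested compounds plus 3 SD, cut at about 15% in these data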;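 also: 0% = PAD4 with RCA probe and DMSO and 100% = probe without PAD4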
MEX-5 binding: MEX-5 zinc finger RNA-binding disruptors – biochemical, C. elegans, fluorescence polarization, MLPCN library, primary screen; Zinc finger protein mex-5 (Caenorhabditis elegans), Q9XUB2; MEX-5/FITC-TCR2 RNA binding; active compounds read low; activity score (negative = inhibition of binding), % at 10 µM; 300,000 compounds, 0.38% hits;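 active = inhibition past about -25% in most replicates, and total fluorescence under double the plate's negative control median, limit read from the data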;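 also: 0% = DMSO and -100% = 5 µM competing unlabeled TCR2 RNA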
TPT1 inhibitor: Candida albicans TPT1 enzyme inhibitors, primary screen, biochemical, fluorescence polarization; tRNA 2'-phosphotransferase TPT1 (Candida albicans SC5314); recombinant caTPT1, FP RNA substrate dephosphorylation; inhibition, % at 5 µM; 300,000 compounds, 0.81% hits; AID 1962, 2009;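 active = inhibition above the mean of all tested compounds plus 3 SD, set per screening campaign, cut at about 24% in these data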;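 also: plate controls were DMSO alone for no effect and ferristatin control at 100 nM for full effect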
PME-1 inh: PME-1 inhibitors via competitive probe labeling, primary screen, biochemical, fluorescence polarization, FP-Rh probe, HTS; inhibition, % at 5.9 µM; 320,000 compounds, 0.53% hits; Protein phosphatase methylesterase 1 (Homo sapiens), Q9Y570; AID 2130, 2009; recombinant PME-1;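 active = inhibition above the campaign mean of all compounds plus 3 SD, cut at about 26% in these data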;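 also: competitive labeling of PME-1 active site by serine hydrolase directed probe; 0% = PME-1 with DMSO and 100% = wells lacking PME-1 enzyme; inhibitors block probe labeling so polarization falls and inhibition rises; many of its hits are not listed in these tables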
Bcl-xL primary: inhibitors of human Bcl-xL, primary screen, biochemical, fluorescence polarization, HTS. Bcl-2-like protein 1 (Homo sapiens), Q07817. 320,000 compounds, 0.7% hits. GST-Bcl-xL / FITC-Bim BH3 peptide fluorescence polarization. inhibition, % at 10.9 µM. AID 2129, 2009;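 active = inhibition above the mean of all tested compounds plus 3 SD, cutoff set per campaign, cut at about 30% in these data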;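 also: 0% = DMSO wells and 100% = unlabeled Bim-BH3 peptide competitor; inhibitors lower millipolarization by displacing the labeled peptide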
Target sequence (Q07817 whole entry, looked up): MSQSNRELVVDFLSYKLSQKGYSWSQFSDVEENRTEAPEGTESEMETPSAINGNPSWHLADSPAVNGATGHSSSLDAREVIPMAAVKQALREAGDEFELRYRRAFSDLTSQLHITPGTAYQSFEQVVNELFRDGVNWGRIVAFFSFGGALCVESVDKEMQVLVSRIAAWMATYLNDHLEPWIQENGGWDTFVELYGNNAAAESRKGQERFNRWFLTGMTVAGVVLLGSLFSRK
GSTO1 counter: inhibitors of recombinant GSTO1, primary screen, counter-screen for RBBP9 inhibitor project, biochemical, fluorescence polarization. Glutathione S-transferase omega-1 (Homo sapiens), P78417. activity-based probe fluorescence polarization. inhibition, % at 5.96 µM. 300,000 compounds, 1.1% hits. AID 1974, 2009;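 active = inhibition above the campaign mean inhibition plus 3 SD, cut at about 35% in these data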;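 also: 0% = GSTO1-1 with DMSO and 100% = wells lacking GSTO1-1 enzyme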
Starred values were filed as active, the others as inactive; . = not tested or not shown. A portion of the library; count on the stated rates, not on these rows.

SMILES | GLD-1 RNA inh | MCL1 BIM primary | Fam108B inh | PAD4 FP inh | MEX-5 binding | TPT1 inhibitor | PME-1 inh | Bcl-xL primary | GSTO1 counter
CCn1cc(C(=O)NCC2CCCO2)c(=O)c2cc(S(=O)(=O)N3CCC(C)CC3)ccc21 (configuration not stated) | 6 | 0 | 4 | -4 | 0.0 | -4 | 9 | 5 | 1
COC(=O)c1cn(C(=O)c2ccco2)c2ccccc12 | -1 | 6 | 4 | 3 | -1.4 | 0 | 0 | 1 | 6
CCC(C)(C#CCN1CCCCC1)OCCC#N (configuration not stated) | 2 | -1 | 3 | -4 | -3.7 | 2 | 1 | 5 | 0
O=C(COc1coc(CN2CCc3ccccc3C2)cc1=O)Nc1cccc([N+](=O)[O-])c1 | 0 | 7 | 2 | 2 | 4.4 | 1 | -2 | 6 | 5
Cc1ccc(N2C(=O)CCSC23C(=O)Nc2ccccc23)cc1 (configuration not stated) | 5 | 2 | 4 | 2 | 1.3 | -2 | 1 | 4 | -13
C=CCNc1nc2c(c(=O)n(C)c(=O)n2C)n1CCCCCC | 3 | -4 | 2 | 3 | -2.2 | 1 | -1 | 3 | -1
COc1cccc(-n2c(SCC(=O)NC3CCCC3)nnc2-c2ccco2)c1 | -6 | 6 | 4 | -6 | -2.2 | 3 | -1 | 8 | -5
O=c1c(O)c(-c2ccc(O)cc2)oc2cc(O)cc(O)c12 | 11 | 1 | 5 | -2 | 4.2 | -3 | 12 | 3 | 16
O=c1oc2cc(Br)ccc2n1CSC1=NCCS1 | -1 | 11 | 2 | 12 | . | 0 | -2 | 3 | -21
Cn1c(N/N=C/c2cc3ccccc3nc2Cl)nc2ccccc21 | -22 | -124 | -3 | 0 | -5.4 | 69* | 14 | -60 | 5
CCOC(=O)CON1C(=O)C(C)(C)N(OCC(=O)OCC)C(=O)C1(C)C | -2 | -6 | -1 | -8 | -4.3 | 3 | -4 | -4 | -11
O=C(CSc1nnnn1-c1ccccc1)Nc1ccc(Cl)cc1 | -8 | -2 | -4 | -3 | -2.7 | 3 | -10 | 5 | 18
O=C(NCCc1ccccc1)C1CCCN(S(=O)(=O)c2cccc3nsnc23)C1 (configuration not stated) | 4 | 1 | -2 | 4 | 3.4 | -3 | 6 | 2 | 3
COc1ccc(/C=C/c2c(-c3cccc(C)c3)oc3ccc(N4CCOCC4)cc23)cc1 | -5 | 8 | 2 | 3 | 2.3 | -6 | 1 | 5 | 12
CCOC(=O)N1CCN(S(=O)(=O)c2c(C)cc(C)cc2C)CC1 | 9 | 7 | 6 | 1 | 0.2 | -5 | 5 | 4 | 3
Cc1ccc(CNC(=O)c2ccccc2NC(=O)CSc2nnnn2C)cc1 | -2 | 5 | 6 | -3 | -3.3 | -1 | -1 | 6 | 37*
O=C(CN(Cc1ccc(F)cc1)S(=O)(=O)c1ccccc1)N1CCCCC1 | 10 | 6 | 3 | -5 | 1.4 | -3 | 4 | 1 | -6
CN(CCOc1ccccc1)C(=O)C1CCN(C(=O)c2ccc(F)cc2)CC1 | -1 | -2 | -4 | 4 | -2.4 | -3 | -4 | 1 | 7
Cc1cccc(C(=O)OCC(=O)NC(=O)Cc2ccccc2)c1O | 2 | -5 | -1 | 2 | 0.5 | 0 | 2 | -6 | -3
CCCCN(CC)CCNC(=O)c1cc2c(C)nc3ccccc3c2o1 | -6 | 9 | -6 | -1 | 1.3 | 0 | 4 | 6 | 2
CCCCCOP(=O)(OCCCCC)C1(NS(=O)(=O)c2ccccc2)C=CC(=O)c2ccccc21 (configuration not stated) | 10 | 2 | 1 | -3 | -3.2 | 1 | -1 | 5 | 24
O=C(c1ccccc1)c1ccc(OCCCCN2CCCCC2)cc1 | -5 | 7 | 1 | 5 | -1.0 | -6 | 4 | 4 | -3
CSCC[C@H](NC(=O)C1CCN(S(=O)(=O)c2ccc(C)cc2)CC1)C(=O)NCC1CCCO1 (some centres not stated) | 7 | -1 | -2 | 4 | -0.2 | -4 | -9 | 3 | 6
Cc1cccc(S(=O)(=O)NCCc2cn3ccccc3n2)c1 | -3 | 4 | -6 | -1 | -0.4 | 2 | -2 | 1 | 0
CCCN(CCC)Cc1c(C(=O)N/N=C/C(C)=C\c2ccccc2)nnn1-c1nonc1N | 4 | -2 | -9 | 0 | -1.4 | 5 | -3 | -5 | 2
COc1ccccc1-c1sc2ccccc2c1-c1ccccc1OC | 4 | -1 | . | 0 | . | . | -5 | -1 | .
Cc1ccc(C(=O)CCC(=O)N2CCC(C(N)=O)CC2)s1 | 2 | -4 | . | -7 | . | . | -4 | 0 | .
COCCNC(=O)C(Cc1c[nH]c2ccccc12)NC(=O)OCc1ccccc1 (configuration not stated) | -6 | 6 | 0 | -2 | 0.5 | 0 | 4 | 5 | 2
COc1ccc(/C(N)=N/OC(=O)CCC2CCCC2)cc1 | -8 | -8 | -5 | 2 | 1.3 | -1 | 2 | 2 | -1
CCN(C(=O)CSc1nc2ccccc2c(=O)n1Cc1ccc(C)cc1)C1CCS(=O)(=O)C1 (configuration not stated) | 8 | -1 | 4 | -5 | 0.7 | -1 | 2 | 4 | -2
Oc1ccc(-c2csc(Nc3ncccn3)n2)cc1 | 3 | 1 | 2 | -6 | 0.8 | 0 | 0 | 8 | 7
O=C(N/N=C\c1cc([N+](=O)[O-])ccc1N1CCOCC1)c1ccccn1 | 2 | -1 | -2 | -3 | -7.4 | -4 | -4 | 7 | 2
O=C(N/N=C\c1cccc(OC(=O)c2ccco2)c1)c1ccc2c(c1)OCO2 | -2 | 5 | -7 | -1 | -0.5 | -1 | -1 | 3 | -1
Cc1cc(/C=C2/SC(=O)N(CC(=O)OC(C)C)C2=O)c(C)n1C | 3 | 0 | 3 | 3 | -1.0 | -1 | 5 | 7 | 3
CC1C2(C)OCC(C#N)(C(=N)O2)C1(C#N)C#N (configuration not stated) | 36* | 37 | 4 | 3 | -12 | -11 | -1 | 32* | 4
COc1cccc(CNC(=S)Nc2cc(OC)ccc2OC)c1 | 4 | 5 | 1 | -4 | -0.9 | 2 | 4 | 2 | -3
COc1ccc(CNC(=O)c2cc(C(=O)C3CC3)c[nH]2)cc1 | 8 | 2 | -2 | 1 | 0.2 | 0 | 2 | -1 | 4
CCN1CCN(C(=O)Cn2nc(-c3ccc(Cl)cc3)ccc2=O)CC1 | 3 | 1 | -2 | 0 | 1.0 | -4 | 0 | 0 | 3
O=C(/C=C/c1cc([N+](=O)[O-])ccc1OC(F)F)NCc1ccc(Cl)cc1 | -1 | 0 | 3 | -7 | 1.3 | -5 | -2 | -4 | -5
O=C(OCC(=O)N1CCN(C(=O)c2ccco2)CC1)c1cncc(Br)c1 | 3 | 3 | . | 2 | . | . | -4 | 3 | .
COc1cc2nc(=S)n3[nH]c(CCn4c(C)nc5ccccc54)nc3c2cc1OC | -2 | -14 | 5 | 4 | -1.6 | -1 | 5 | -14 | 3
Cc1cc(OCC(=O)Nc2ccc(N3CCN(C(=O)c4ccco4)CC3)cc2)cc(C)c1Cl | -3 | 3 | 2 | 5 | 0.7 | -1 | -3 | 3 | 7
O=C(NCc1ccc2c(c1)OCO2)c1cc2n(n1)C(C(F)(F)F)CC(c1ccc3c(c1)OCO3)N2 (configuration not stated) | 11 | 2 | 0 | 1 | -0.6 | -3 | 4 | 3 | -2
O=C(c1cc(C2CC2)nn1-c1ccccc1)N1CCN(c2ncc(C(F)(F)F)cc2Cl)CC1 | 7 | -20 | . | 0 | . | . | 0 | -18 | .
Cc1cccc(N2C(=O)C(O)=C(C(=O)c3cccs3)C2c2cccc(Oc3ccccc3)c2)n1 (configuration not stated) | -5 | 7 | -1 | 0 | 1.2 | -3 | 1 | 5 | -14
CSc1nc(C)c(C(=O)Nc2ccccc2)c(-c2ccco2)c1C#N | 5 | 3 | 2 | 1 | -0.3 | 0 | -3 | 6 | 2
O=C(/C=C/c1ccco1)Nc1ccccc1N1CCCCC1 | 1 | 4 | -5 | -1 | 3.2 | -3 | -7 | 1 | -6
COc1ccc(C(=O)C[n+]2ccc(C)cc2)cc1 | 3 | 2 | 2 | -9 | -1.6 | -3 | 1 | 0 | -1
COc1ccc(OC)c(C2C(C(C)=O)=C(O)C(=O)N2CCN2CCOCC2)c1 (configuration not stated) | -1 | 0 | 0 | 0 | 2.0 | -1 | -1 | 3 | 3
CCc1nnc(NC(=O)CCC(=O)Nc2ccccc2)s1 | 6 | 0 | 1 | 2 | -0.6 | -2 | -1 | 1 | 9
CCc1cc(CNC(=O)C2CCC(=O)N(CCc3ccc(OC)cc3)C2)on1 (configuration not stated) | -4 | -6 | 6 | 1 | 1.4 | 3 | -4 | -3 | 4
CC(=O)N1CCc2cc(C(=O)CN3CCN(c4ccccn4)CC3)ccc21 | 3 | 2 | -1 | -1 | 3.4 | 2 | 1 | 4 | 0
O=C(CNC(=O)c1ccccc1)Oc1ccc([N+](=O)[O-])cc1 | 0 | -7 | 1 | 5 | -1.5 | -1 | 1 | 0 | -4
COCCN(CC(=O)NCc1ccc2c(c1)OCO2)C(=O)CCC(=O)Nc1nccs1 | 3 | 1 | 1 | 4 | 2.3 | 0 | 4 | 6 | 8
Cc1cccc(-c2nsc(SCC(=O)NCC3CCCO3)n2)c1 (configuration not stated) | 7 | -8 | 2 | 1 | -3.9 | 1 | -3 | -4 | 5
COc1cc(NC(=O)c2ccccc2)c(OC)cc1NC(=O)Cc1ccccc1 | 2 | 3 | 5 | -3 | 0.9 | 0 | 0 | 8 | 2
COc1nc(NCc2ccco2)nc(NC2CCCCC2)n1 | 3 | -1 | 2 | -2 | 2.7 | 0 | 2 | 10 | -2
CCn1cc(C(=O)Nc2sc(C)c(C)c2C(=O)OC)cn1 | 1 | 6 | -3 | -4 | -0.8 | -2 | 9 | 6 | 0
O=c1oc2cc(O)ccc2cc1-c1nc2c(s1)CCc1ccccc1-2 | 100* | 27 | 22* | 2 | . | 19 | 9 | 37* | 7
Cc1cc([N+](=O)[O-])nn1CC(=O)NCc1ccco1 | -17 | 1 | 6 | -2 | -1.7 | 3 | -7 | 5 | 2
Cc1ccc(CNC(=O)c2sccc2-n2cccc2)cc1 | 2 | -4 | 4 | -2 | 0.3 | -4 | 9 | 2 | 11
CCOc1ccccc1N1CCN(C(=O)c2cc[n+]([O-])cc2)CC1 | 3 | -1 | 1 | 3 | 0.8 | 0 | 1 | 6 | 6
CN(C)/C=C1\C(=O)NN=C1C(F)(F)F | 2 | 2 | 5 | 1 | 3.1 | -4 | -9 | 4 | 5
